Screening results deposited in PubChem by The Scripps Research Institute Molecular Screening Center.
M1 PAM – potentiates human M1 receptor response to acetylcholine | CHO-K1 hM1, Fluo-8 calcium fluorescence, ACh EC20; 0% = ACh EC20, 100% = maximal ACh | 0.088% of 360,000 active | P11229 | activation, % at 3 µM; in the data active = activation above about 19%, passing the limit was not always enough
Target sequence (P11229 whole entry, looked up): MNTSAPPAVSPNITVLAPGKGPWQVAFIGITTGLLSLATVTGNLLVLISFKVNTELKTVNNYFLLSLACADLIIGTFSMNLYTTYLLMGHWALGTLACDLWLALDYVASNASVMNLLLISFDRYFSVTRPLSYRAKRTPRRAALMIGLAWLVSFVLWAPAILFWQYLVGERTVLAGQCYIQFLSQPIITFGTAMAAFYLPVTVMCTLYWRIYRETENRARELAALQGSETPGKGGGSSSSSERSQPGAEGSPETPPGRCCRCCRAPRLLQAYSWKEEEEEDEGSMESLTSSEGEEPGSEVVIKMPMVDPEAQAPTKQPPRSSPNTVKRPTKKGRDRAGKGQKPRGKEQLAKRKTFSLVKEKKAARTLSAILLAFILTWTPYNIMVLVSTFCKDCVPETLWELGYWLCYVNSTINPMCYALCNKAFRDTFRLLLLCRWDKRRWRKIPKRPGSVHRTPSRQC
CHRM5 PAM – CHRM5 positive allosteric modulation | activation, % at 3 µM | AID 624038 | CHO-K1 hM5, Fluo-8 calcium, ACh EC20 PAM; 0% = ACh EC20, 100% = ACh EC100 | 0.3% of 360,000 active | P08912;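 active = activation above the run cutoff, the mean activation of all test compounds plus 3 SD, cut at about 18% in these data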
Target sequence (P08912 whole entry, looked up): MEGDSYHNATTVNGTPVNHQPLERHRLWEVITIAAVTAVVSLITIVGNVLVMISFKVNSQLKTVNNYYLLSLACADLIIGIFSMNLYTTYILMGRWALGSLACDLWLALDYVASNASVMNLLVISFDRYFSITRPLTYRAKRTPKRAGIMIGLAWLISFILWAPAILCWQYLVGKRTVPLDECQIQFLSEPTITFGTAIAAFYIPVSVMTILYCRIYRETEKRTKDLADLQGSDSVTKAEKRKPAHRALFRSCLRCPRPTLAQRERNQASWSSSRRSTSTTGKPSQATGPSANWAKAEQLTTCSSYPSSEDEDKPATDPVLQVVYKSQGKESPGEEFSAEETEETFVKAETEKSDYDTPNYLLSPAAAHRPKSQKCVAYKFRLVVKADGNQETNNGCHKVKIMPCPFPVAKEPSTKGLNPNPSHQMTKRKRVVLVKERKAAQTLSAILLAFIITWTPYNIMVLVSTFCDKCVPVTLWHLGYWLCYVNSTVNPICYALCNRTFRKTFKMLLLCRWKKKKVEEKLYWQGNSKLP
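Assay system: CHO-K1 hM5 cells / Incubation: Fluo-8 loading 80 min at 37 °C plus 30 min room temperature / Technique: Fluo-8 calcium dye fluorescence, kinetic read / Repeats: single replicate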
CHRM5 agonist – CHRM5 agonism in calcium assay. P08912. CHO-K1 hM5 cells, Fluo-8 calcium fluorescence; 0% DMSO wells, 100% maximal acetylcholine response. activation, % at 3 µM. 0.19% of 360,000 active;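 active = activation above the run's mean over test compounds plus 3 SD, cut at about 23% in these data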;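 also: signal is peak over basal fluorescence ratio across the kinetic read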
M1 ag – human M1 muscarinic receptor agonism; P11229; CHO-K1 hM1, Fluo-8 calcium fluorescence, agonist mode; 0% DMSO, 100% acetylcholine EC100; activation, % at 3 µM; 0.33% of 360,000 active; AID 588814;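 active = activation above the run's mean compound activation plus 3 SD, cut at about 16% in these data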;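 also: peak over basal fluorescence ratio within a 140 s kinetic read after compound addition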
CHRM5 antagonist – blocks acetylcholine activation of human M5 receptor; CHO-hM5 cells, Fluo-8 calcium fluorescence, ACh EC80; P08912; inhibition, % at 3 µM; 0.59% of 360,000 active; AID 624040;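 active = inhibition above a per-plate cutoff, the mean of that plate's test compounds plus 3 SD, cut at about 27% in these data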;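 also: 0% = acetylcholine EC80 with DMSO and 100% = DMSO without agonist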
TAAR1 agonist – agonists of human TAAR1; CHO RD-HGA16 TAAR1, Fluo-8 calcium fluorescence; vehicle wells 0%, saturating PEA agonist 100%; activation, % at 3 µM; 0.99% of 360,000 active; AID 624467;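 active = activation above the mean activation of all test compounds in the run plus 3 SD, cut at about 38% in these data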
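Signal – calcium-sensitive Fluo-8 signal, excitation 470-495, emission 515-575 nm · System – RD-HGA16 (CHO) cells co-expressing Gα16 and hTAAR1 · Incubation – 17-24 h seeding, 75 min 37 °C dye, 30 min RT · Compound dosing – 3 µM single concentration · Repeats – no replicates (n 1)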
M4 antag – antagonists of human muscarinic M4 receptor (CHRM4) | P08173 | CHO-hM4 cells, ACh EC80, Fluo-8 calcium fluorescence | inhibition, % at 3 µM | 0.73% of 360,000 active;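 active = inhibition above its plate's cutoff, the mean inhibition of sample wells plus 3 SD, cut at about 27% in these data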;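 also: 0% = acetylcholine EC80 with DMSO and 100% = DMSO without agonist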
CHRM1 antagonist – blocks human M1 muscarinic receptor. 1.3% of 360,000 active. inhibition, % at 3 µM. CHO-K1 hM1, Fluo-8 calcium fluorescence, ACh EC80 antagonist;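 active = percent inhibition above its own plate's cutoff, namely the mean of that plate's compound wells plus 3 SD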;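 also: peak over basal fluorescence ratio during 140 s after agonist addition; 0% = ACh EC80 plus DMSO and 100% = DMSO alone without agonist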
M4 ag – agonists of human muscarinic M4 receptor (CHRM4); AID 624127; P08173; activation, % at 3 µM; CHO-K1 hM4/Gqi5, Fluo-8 calcium fluorescence; vehicle 0%, full acetylcholine response 100%; 0.14% of 360,000 active;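 active = activation above the run mean over all test wells plus 3 SD, cut at about 32% in these data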;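 also: peak over basal fluorescence ratio per well then scaled between controls; 0% = DMSO wells and 100% = acetylcholine at EC100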
* marks the source's active call; other numbers are inactive results; . = no result given. This is a subset (hit frequency here may not be typical).

Below each SMILES: M1 PAM	CHRM5 PAM	CHRM5 agonist	M1 ag	CHRM5 antagonist	TAAR1 agonist	M4 antag	CHRM1 antagonist	M4 ag
> CCc1ccc(N2CC(C(=O)Nc3cccc(C(=O)NC4CC4)c3)CC2=O)cc1 (stereo unspecified)
→ 14	0	0	-3	11	2	-3	-10	0
> CSc1cccc(CN2CCC(CO)(Cc3cccc(C(F)(F)F)c3)CC2)c1
→ -17	-3	-2	-7	20	24	11	31*	6
> Cc1ccsc1CN(C)C(=O)CN1C(=O)NC2(CCCc3ccccc32)C1=O (stereo unspecified)
→ -4	4	3	-3	6	4	14	15	0
> C=C(CN(C)C)C(=O)c1ccc(C)cc1C
→ 7	-9	3	-2	11	4	1	-11	2
> Cc1ccc(S(=O)(=O)N2CCCC2C(=O)OCc2nc3ccccc3s2)cc1 (stereo unspecified)
→ -3	-8	1	-2	8	5	3	10	3
> CCOC(=O)Nc1ccc(OC)cc1S(=O)(=O)N1CCCCC1
→ 9	-2	2	-1	-4	-1	0	-11	1
> CCOCCc1c(O)nc(SCC)[nH]c1=O
→ 15	10	2	-1	-10	0	2	-15	-1
> C[C@H]1COC(=O)CCC/C=C\C[C@H](CC(=O)N(CCO)Cc2ccccc2)C(=O)N1
→ 6	5	-1	-5	-11	2	-11	-8	0
> COc1ccccc1NC(=O)Cc1nc(CCl)cs1
→ 4	1	0	-6	0	1	6	-3	0
> CN(C)CCNc1ncnc2c1sc1nc(-c3ccccc3)c3c(c12)CCCC3
→ 3	4	-9	-4	-2	8	-8	-11	5
> CC1CCCN(C(=O)Cn2nnc(-c3ccc(N(C)C)cc3)n2)C1 (stereo unspecified)
→ 8	-3	-3	-2	4	.	-8	-11	1
> Cc1cccc(NC(=O)COC(=O)CCc2ccc(S(=O)(=O)N3CCOCC3)cc2)c1C
→ -2	-6	3	-6	6	6	-4	1	7
> Cc1ccc(C(=O)NC2CC3CCC(C2)N3C)cc1 (stereo unspecified)
→ -6	-20	-8	-7	12	5	8	15	4
> Cc1ccccc1OCC(=O)O/N=C(\N)c1ccncc1
→ -6	-8	-3	0	21	3	7	6	5
> CCOC(=O)c1c(NC(=O)OC)sc(C(=O)N(C)C)c1C
→ 10	-1	1	-2	0	-3	-7	-15	0
> COc1ccc(CN(C(=O)CN2C(=O)c3ccccc3S2(=O)=O)C(C(=O)NCC2CCCO2)c2ccncc2)cc1 (stereo unspecified)
→ 5	4	-4	-7	-8	0	4	-9	1
> Cc1ccc(NC(=O)c2cc3ccccc3o2)nc1
→ 2	-5	0	-1	12	2	-12	0	1
> N#Cc1ccc(NC(=O)Cn2cnc(S(=O)(=O)N3CCc4ccccc43)c2)cc1
→ 0	-3	-6	-1	5	3	6	-4	2
> COC(=O)C(/C=N/O)NC(=O)c1ccccc1 (stereo unspecified)
→ 0	-1	0	-3	4	5	7	5	1
> COc1cccc(NC(=O)Cn2c(=O)n(CCC(=O)NCc3ccco3)c(=O)c3ccccc32)c1
→ -2	1	-1	-2	4	0	4	3	0
> CN(C)C(=O)c1nc2ccccc2s1
→ 5	13	-1	-5	-19	7	-20	-13	0
> CCOC(=O)c1cnn(-c2ccccn2)c1N
→ 1	3	-3	-4	0	13	-3	-4	0
> O=C(Cc1ccccc1)N/N=C/C=C/c1cccc([N+](=O)[O-])c1
→ 0	5	-4	0	-2	11	4	-14	1
> CCCCN(C(=O)c1ccc([N+](=O)[O-])o1)c1c(N)n(CC(C)C)c(=O)[nH]c1=O
→ 13	1	1	-2	3	1	-8	-14	0
> O=C(NCC(=O)N1CCN(S(=O)(=O)c2ccccc2)CC1)c1ccc2ccccc2c1
→ 9	-4	1	0	9	3	-5	-6	8
> C[C@H](NC(=O)c1ncn2c1c(=O)[nH]c1ccc(Br)cc12)c1ccccc1
→ 5	1	0	-2	-4	2	-5	-5	1
> CCN(CC)C(=O)C1=C(C)N(Cc2ccc(OC)cc2)C(=O)C(CC(=O)NC(c2ccccc2)c2ccccc2)C1 (stereo unspecified)
→ 13	1	-1	-5	-7	0	-14	-9	3
> CCC1CCCCN1CCCNC(=O)C1CCN(S(=O)(=O)N2CCCCC2)CC1 (stereo unspecified)
→ -6	-5	-3	-11	3	10	-10	-4	0
> COc1ccc(-c2nc(CC(=O)O)cs2)cc1
→ 6	-6	-2	-3	4	2	-3	-20	0
> CCCC(=O)Nc1cc(S(=O)(=O)N2CCOCC2)ccc1N1CCCCC1
→ 5	10	2	-2	-5	-1	-18	-19	-1

Next part.
Below each SMILES: M1 PAM	CHRM5 PAM	CHRM5 agonist	M1 ag	CHRM5 antagonist	TAAR1 agonist	M4 antag	CHRM1 antagonist	M4 ag
> CC(Cc1ccccc1)N1CCCC1=O (stereo unspecified)
→ 4	2	1	-8	13	1	3	-16	0
> COc1cccc(NC(=O)CN(C)C(=O)c2ccc3c(c2)C(=O)N(CCC(C)C)C3=O)c1
→ -1	0	10	0	3	10	-11	7	17
> O=C(CN1C(=O)NC2(CCCCC2)C1=O)N1CCN(S(=O)(=O)c2cccc([N+](=O)[O-])c2)CC1
→ 3	-7	0	-6	-2	-2	-9	-4	1
> CCOC(=O)c1ccc(N2C(=O)CC(N3CCC(O)(c4ccc(Cl)cc4)CC3)C2=O)cc1 (stereo unspecified)
→ -5	-4	3	3	2	9	-10	-8	5
> Cc1c(N=C2N=C(NC(=O)NC(C)(C)C)c3ccccc32)c(=O)n(-c2ccccc2)n1C
→ 5	-1	-3	-5	-2	7	11	-8	1
> CCCCN(C(=O)C1CC(=O)N(c2ccc(OC)cc2OC)C1)c1c(N)n(CC(C)C)c(=O)[nH]c1=O (stereo unspecified)
→ 5	0	-5	-2	-2	2	13	-6	0
> O=C(CCNC(=O)c1ccccc1Cl)Nc1ccccc1N1CCCC1
→ 6	-3	-3	-3	6	-1	-12	-5	1
> CN(C)C(=O)CSc1nnc(-c2ccco2)n1-c1ccccc1
→ 6	-1	0	-4	-8	-1	-25	-15	0
> O=[N+]([O-])c1ccccc1NCc1ccccc1Cl
→ -1	-6	-5	-7	12	3	10	2	-2
> Cc1ccc(S(=O)(=O)N2C[C@@H]3CCCC[C@@H]3[C@@H](C)[C@H]2c2cn(Cc3ccccc3)c3ncccc23)cc1
→ 29*	-4	-1	4	5	-1	-4	-2	0
> O=C(c1ccc2nc(Cc3ccccc3F)oc2c1)N1CC[C@H](O)C1
→ 0	-1	3	2	2	8	-3	-1	3
> CCOC(=O)CNC(=O)Cn1cnc2sc(C)c(S(=O)(=O)N3CCC(C)CC3)c2c1=O
→ 1	-5	-2	-3	-2	4	-7	-3	1
> Nc1nc(-c2ccco2)nc(N2CCCCC2)n1
→ 0	-1	0	0	6	-1	10	17	0
> COCC(=O)N(C)C[C@H]1Oc2cc(C#Cc3cccnc3)ccc2S(=O)(=O)N([C@H](C)CO)C[C@H]1C
→ 4	4	1	-5	-8	2	-9	-11	2
> CCCOc1ccc(CN(CCO)CCO)cc1[N+](=O)[O-]
→ 14	-2	-3	-10	3	12	-13	-8	2
> Cc1ccc(CN2CC(C(=O)NCC(=O)Nc3c(C)cccc3C)CC2=O)cc1 (stereo unspecified)
→ 4	0	-3	-4	0	2	-21	-8	1
> O=C(CSc1ccccc1)Nc1ccc(N2CCN(c3ccccc3)CC2)c(F)c1
→ 5	-4	0	2	-5	-1	-4	-32	1
> Clc1ccccc1/C=N/N1CCN(Cc2ccccc2)CC1
→ -1	-7	2	-2	13	12	10	3	1
> CC(C)(C)OC(=O)C[C@H]1C/C=C\C[C@H](CC(=O)NCCO)C(=O)N2CCC[C@@H]2COC1=O
→ -1	-13	3	-1	12	2	6	-3	1
> CCc1ccccc1N(C(=O)c1snc(C(N)=O)c1N)C(C(=O)NCC1CCCO1)c1ccc(C)o1 (stereo unspecified)
→ 5	-1	2	0	4	6	-8	-12	1
> Cc1ccc(S(=O)(=O)NCCC(C)C)cc1[N+](=O)[O-]
→ 1	-5	-3	-7	-1	2	7	-3	1
> COc1ccc(S(=O)(=O)NCCSCc2ccco2)cc1C
→ 9	-7	-2	-7	6	4	9	-8	2
> Cc1cnn(-c2ccc3nnc(-c4ccc(Cl)cc4)n3n2)c1
→ -2	3	-3	2	9	1	9	-29	0
> Cn1c(=O)c2[nH]c(CCCCCCCc3nc4ccccc4[nH]3)nc2n(C)c1=O
→ -12	-14	-6	-4	5	4	1	1	9
> Cc1ccc(S(=O)(=O)NCc2ccc(C(=O)N3CCN(c4ccc([N+](=O)[O-])cc4)CC3)cc2)cc1
→ -11	-3	3	-1	9	-1	-2	29	5

Among those listed so far, 9 contain an aryl methoxy group:
Below each SMILES: M1 PAM	CHRM5 PAM	CHRM5 agonist	M1 ag	CHRM5 antagonist	TAAR1 agonist	M4 antag	CHRM1 antagonist	M4 ag
> CCOC(=O)Nc1ccc(OC)cc1S(=O)(=O)N1CCCCC1
→ 9	-2	2	-1	-4	-1	0	-11	1
> COc1ccccc1NC(=O)Cc1nc(CCl)cs1
→ 4	1	0	-6	0	1	6	-3	0
> COc1ccc(CN(C(=O)CN2C(=O)c3ccccc3S2(=O)=O)C(C(=O)NCC2CCCO2)c2ccncc2)cc1 (stereo unspecified)
→ 5	4	-4	-7	-8	0	4	-9	1
> COc1cccc(NC(=O)Cn2c(=O)n(CCC(=O)NCc3ccco3)c(=O)c3ccccc32)c1
→ -2	1	-1	-2	4	0	4	3	0
> CCN(CC)C(=O)C1=C(C)N(Cc2ccc(OC)cc2)C(=O)C(CC(=O)NC(c2ccccc2)c2ccccc2)C1 (stereo unspecified)
→ 13	1	-1	-5	-7	0	-14	-9	3
> COc1ccc(-c2nc(CC(=O)O)cs2)cc1
→ 6	-6	-2	-3	4	2	-3	-20	0
> COc1cccc(NC(=O)CN(C)C(=O)c2ccc3c(c2)C(=O)N(CCC(C)C)C3=O)c1
→ -1	0	10	0	3	10	-11	7	17
> CCCCN(C(=O)C1CC(=O)N(c2ccc(OC)cc2OC)C1)c1c(N)n(CC(C)C)c(=O)[nH]c1=O (stereo unspecified)
→ 5	0	-5	-2	-2	2	13	-6	0
> COc1ccc(S(=O)(=O)NCCSCc2ccco2)cc1C
→ 9	-7	-2	-7	6	4	9	-8	2
